Bioassay records from PubChem BioAssay.
MIN6 prolif = inducers of MIN6 beta-cell proliferation, primary screen, ATP luminescence, uHTS. proliferation, % at 10 µM. AID 2380, 2010. MIN6 cells proliferation, ATPlite luminescence, 48 h; cells starved in 0.2% serum; 100% = growth in 10% serum. hit rate 0.29% among 330,000;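 active means compounds whose signal lies at least 3.5 SD above the mean of all wells on their plate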;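 further: 0% = DMSO-treated cells in low-serum medium and 100% = 10% serum control; some compounds called inactive have numbers as strong as hits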
tim10-1 inh = growth inhibitors of tim10-1 mutant yeast, primary screen, luminescence, uHTS; S. cerevisiae tim10-1 ts strain growth, BacTiter-Glo, 24 h; inhibition, % at 20 µM; hit rate 2.2% among 330,000;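 active means inhibition of at least 40%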;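 further: mutant grown at 25 °C; 0% = DMSO wells with yeast and 100% = wells holding no yeast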
mIAP block = inhibitors of mouse IAP, primary screen, biochemical, luminescence, uHTS; intestinal alkaline phosphatase [Mus musculus]; purified mouse IAP, CDP-Star luminescence, 30 min; inhibition, % at 10 µM; hit rate 0.2% among 330,000;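 active means inhibition of at least 40% at 10 µM in the primary screen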;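 further: plate controls were DMSO with enzyme for no effect and no enzyme wells for full effect; values of inactives mirror those of a sister screen read the other way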
hIAP block = human IAP inhibitors, primary screen, biochemical, luminescence, uHTS; Intestinal-type alkaline phosphatase (Homo sapiens), P09923; purified IAP, CDP-Star luminescence, 30 min; inhibition, % at 10 µM; hit rate 0.12% among 330,000;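 active means inhibition reaching a set limit with compound at 10 µM in the primary screen, cut at about 35% in these data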;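 further: plate controls were DMSO wells with enzyme for no effect and no-enzyme buffer wells for full effect; values of inactives mirror those of a sister screen read the other way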
Target sequence (P09923 whole entry, looked up): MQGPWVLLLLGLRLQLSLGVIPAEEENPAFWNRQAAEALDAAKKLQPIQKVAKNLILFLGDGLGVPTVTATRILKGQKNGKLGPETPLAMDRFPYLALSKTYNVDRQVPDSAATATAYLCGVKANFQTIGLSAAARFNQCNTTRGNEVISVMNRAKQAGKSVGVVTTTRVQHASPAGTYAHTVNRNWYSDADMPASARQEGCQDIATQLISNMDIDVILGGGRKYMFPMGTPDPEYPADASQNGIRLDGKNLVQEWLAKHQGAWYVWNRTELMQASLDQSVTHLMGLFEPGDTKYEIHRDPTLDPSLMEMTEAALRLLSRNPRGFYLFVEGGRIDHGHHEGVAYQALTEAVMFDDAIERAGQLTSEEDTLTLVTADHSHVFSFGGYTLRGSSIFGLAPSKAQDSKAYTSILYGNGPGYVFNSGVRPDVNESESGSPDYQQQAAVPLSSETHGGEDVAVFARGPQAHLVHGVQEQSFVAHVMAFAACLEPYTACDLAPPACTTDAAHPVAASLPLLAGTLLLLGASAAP
APOBEC3G inh = APOBEC3G DNA deaminase inhibitors, primary screen, biochemical, fluorescence, single-stranded DNA substrate, uHTS | recombinant A3G, ssDNA deamination FAM/TAMRA fluorescence | hit rate 0.28% among 330,000 | DNA dC->dU-editing enzyme APOBEC-3G (Homo sapiens), Q9HC16 | inhibition, % at 20 µM;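 active means inhibition of at least 40% at 20 µM, with no more than 30% in the related APOBEC3A deaminase screen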;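 further: plate controls were DMSO wells with A3G for no effect and wells lacking A3G enzyme for full effect; some compounds called inactive have numbers as strong as hits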
Target sequence (Q9HC16 whole entry, looked up): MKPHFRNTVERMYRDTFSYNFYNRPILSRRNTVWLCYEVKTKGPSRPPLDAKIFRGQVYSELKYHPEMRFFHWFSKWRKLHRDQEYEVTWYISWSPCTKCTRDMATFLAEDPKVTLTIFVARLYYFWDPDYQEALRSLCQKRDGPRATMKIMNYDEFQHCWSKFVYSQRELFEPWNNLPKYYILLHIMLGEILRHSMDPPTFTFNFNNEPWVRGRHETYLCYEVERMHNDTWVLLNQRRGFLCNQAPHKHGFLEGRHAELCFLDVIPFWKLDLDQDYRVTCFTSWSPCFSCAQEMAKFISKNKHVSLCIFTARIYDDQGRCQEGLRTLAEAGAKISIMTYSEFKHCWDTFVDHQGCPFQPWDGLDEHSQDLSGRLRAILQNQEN
APOBEC3A inh = APOBEC3A ssDNA deaminase inhibitors, primary screen, selectivity assay for APOBEC3G inhibitor project, biochemical, FAM/TAMRA oligo cleavage fluorescence. DNA dC->dU-editing enzyme APOBEC-3A (Homo sapiens), P31941. recombinant A3A, FAM/TAMRA ssDNA deamination fluorescence. inhibition, % at 20 µM. hit rate 0.41% among 330,000;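 active means at least 40% inhibition at 20 µM here, with at most 30% in a related deaminase screen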;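 further: plate controls were A3A with DMSO for no effect and wells lacking A3A enzyme for full effect; some results filed as inactive read as strong as hits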
NALP3 yeast inh = NALP3 inflammasome inhibitors in reconstituted yeast, primary screen, luminescence, uHTS | Yeast reconstituted NLRP3/ASC/caspase-1, beta-gal luminescence, 24 h | inhibition, % at 10 µM | hit rate 0.39% among 330,000;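 active means inhibition of 50% or more; inactive means inhibition below 50%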;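 further: plate controls were induced DMSO wells for no effect and uninduced yeast grown without galactose for full effect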
TIM10 inh = growth inhibitors of isogenic TIM10 control yeast, primary screen, counter-screen for tim10-1 yeast inhibitor project, luminescence, uHTS; S. cerevisiae TIM10 strain growth, BacTiter-Glo luminescence, 24 h; inhibition, % at 10 µM; hit rate 1.4% among 330,000;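 active means inhibition of 40% or more at the single tested concentration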;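 further: wild-type TIM10 isogenic control strain grown at permissive 25 °C; 0% = DMSO yeast wells and 100% = minimal medium wells without yeast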
mIAP activ = activators of mouse IAP, primary screen, biochemical, luminescence, uHTS; AID 2805, 2010; hit rate 0.24% among 330,000; intestinal alkaline phosphatase [Mus musculus]; muIAP, CDP-Star luminescence, 30 min; active compounds read high; 1 = vehicle-only enzyme signal, 0 = enzyme-free wells; activation factor at 10 µM;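 active means activation factor of at least 2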; further: the source names both 10 and 20 µM as test concentration; values of inactives mirror those of a sister screen read the other way
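System: Mouse IAP enzyme | Also added: CDP-Star substrate | Dosing: Compounds dispensed in DMSO | Schedule: 30 min enzyme-substrate-compound incubation at room temperature | Technique: Chemiluminescence readout | Control set: DMSO-only wells and no-enzyme negative control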
* = called active by the depositor.

SMILES	MIN6 prolif	tim10-1 inh	mIAP block	hIAP block	APOBEC3G inh	APOBEC3A inh	NALP3 yeast inh	TIM10 inh	mIAP activ
c1ccc(C[C@H]2CNCCN2CC2CCCCC2)cc1	-1	-11	-8	14	-5	-2	5	-7	1.1
COc1ccc(OCCN2CCN(C(=O)c3ccc(OC(F)F)c(OC)c3)CC2)cc1	-1	8	-7	-9	-3	1	21	1	1.1
COc1cc(C(=O)O)ccc1OCc1c(C)noc1C	-2	5	-11	6	3	1	-5	-7	1.1
O=C(CN1CCSC1=O)Nc1ccc(N2CCOCC2)cc1	-2	-6	-2	-10	-4	-2	0	-9	1
CCOC(=O)c1c(O)c2c([nH]c1=O)CCCC2	1	-11	2	2	0	0	17	-1	0.98
Cc1ccc(-n2c(SCC(=O)Nc3nccs3)nc3c(c2=O)SCC3)cc1	-3	15	5	3	-3	-3	-8	-3	0.95
CC12CCC(=O)N1C(C(=O)N1CCN(c3ccccc3)CC1)CS2 (stereo not drawn)	0	-10	-2	-8	-9	-3	9	2	1
COc1ccc(NC(=S)NCc2ccc(F)cc2)cc1	1	9	-9	10	-2	-2	26	1	1.1
CCN(CC)c1ccc(C2C(C(=O)Nc3ccccn3)=C(C)NC3=C2C(=O)CC(C)(C)C3)cc1 (stereo not drawn)	2	6	-1	0	-5	-5	-6	8	1
O=Cc1cn[nH]c1-c1ccccc1	-2	0	10	0	-5	4	8	2	0.9
O=C(N/N=C/c1ccccc1O)c1cccc2ccccc12	-4	-13	7	-68	-10	-3	28	41*	0.93
NS(=O)(=O)c1cc(C(=O)Nc2ccc3c(c2)CCC3)ccc1Cl	-1	1	0	2	-8	-3	-7	-11	1
CN(C)S(=O)(=O)c1ccc(N2CCCC2)c(C(=O)NCC2CCCO2)c1 (stereo not drawn)	6	-2	5	16	-6	-1	18	7	0.95
CC(C)(C)c1ccc(OCC(=O)NCC(c2cccs2)N2CCOCC2)cc1 (stereo not drawn)	-3	14	-3	2	-8	-1	20	3	1
Cc1nn(-c2ccccc2)c2c1C(c1ccncc1)C(C#N)=C(N)O2 (stereo not drawn)	-1	22	-3	38*	-7	-1	-8	15	1
CCC/C=C(\CCC)C(NS(=O)(=O)c1cccc2cccnc12)c1ccc(C(=O)OC)cc1 (stereo not drawn)	-8	17	35	-13	-10	0	14	4	0.65
Cc1cccnc1NC(=O)C1CCC1	1	-26	0	-10	-6	-4	14	-3	1
Cc1cc(SCC(=O)N/N=C/c2ccc(C(=O)O)cc2)nc2ccccc12	0	11	-6	6	-6	-3	9	-14	1.1
CSc1ncc(C(=O)Nc2cccnc2)c(C(F)(F)F)n1	-2	-8	4	14	-8	-4	0	4	0.96
Cc1ccc(C(C)NC(=O)COC(=O)C2=COCCO2)cc1C (stereo not drawn)	-2	-2	-2	-9	-7	-2	14	-5	1
CCNC(=O)c1c(NC(=O)c2cc(-c3cc(C)ccc3O)n[nH]2)sc2c1CCCC2	-6	27	3	6	-2	1	7	2	0.97
COCCSc1nnc(NS(=O)(=O)c2ccc(C)cc2)s1	0	-1	5	8	-2	-1	-3	13	0.95
OC1(c2cccc(C(F)(F)F)c2)CCN(c2ccc(-c3ccccc3)nn2)CC1	-3	24	-2	14	-9	-2	23	14	1
COC(=O)c1ccc2c(c1)nc(C)n2CCO	1	8	-4	-7	-4	-4	26	-16	1
CCOC(=O)c1sc(=NC(=O)c2ccc(OC)c(OC)c2)n(C)c1C	-1	3	4	6	-3	1	16	2	0.96
Cc1cccc(Nc2ccccc2C(=O)OCC(=O)N2CCOCC2)c1C	1	19	5	18	-3	2	20	0	0.95
CCc1ccc(N(C(=O)c2csnn2)C(C(=O)NC(C)(C)C)c2ccccn2)cc1 (stereo not drawn)	0	-11	2	-1	-10	-2	11	7	0.98
C=CCOc1c(CNc2ccc(C(=O)O)cc2)cccc1OC	0	0	-1	-11	-6	-10	23	14	1
COc1ccc(-c2c(-c3ccsc3)oc3ccc(N4CCOCC4)cc23)cn1	-5	7	0	9	3	-1	22	6	0.99
COc1ccc(CNC(=O)CN(C)Cc2ccc(C(C)(C)C)cc2)cc1	-1	20	10	6	-2	-3	36	26	0.9
CCOc1ccccc1NC1=NC2CS(=O)(=O)CC2S1 (stereo not drawn)	0	-14	6	-6	-5	-3	11	1	0.94
O=c1cc(CO)occ1OCc1cccc(C(F)(F)F)c1	-3	17	0	8	-6	-1	3	9	1
O=C(Nc1ccc(F)c(Cl)c1)C1CC(=O)N(Cc2ccco2)C1 (stereo not drawn)	-1	9	-1	3	-3	-1	3	3	1
Cc1ccc(Cn2nc(C)c(C(=O)NCC(c3ccc(F)cc3)N3CCOCC3)c2Cl)cc1 (stereo not drawn)	-6	12	-6	12	-6	-2	2	16	1.1
CC1(C)CN=C(N(Cc2ccccc2)C(=O)Nc2ccccc2)S1	0	12	0	-1	-3	3	-3	-2	1
C[C@H]1CN([C@@H](C)CO)C(=O)c2cccc(NC(=O)c3nc4ccccc4s3)c2O[C@H]1CN(C)C(=O)Nc1ccc(F)cc1	-5	14	8	10	-4	-3	19	-5	0.92
COc1ccc(CNc2nc3ccccc3n2C(C)C)c(O)c1	5	0	-16	6	-6	-7	19	-15	1.2
O=C1CCCC(=O)C1=Cc1c[nH]c2ccccc12	-2	7	-5	-7	-4	-1	16	7	1
COc1ccc(C(=O)c2c(-c3ccc(OC)cc3)oc3ccc(-c4ccc(OC)nc4)cc23)cc1	-5	14	-2	1	-14	-9	9	3	1
CCc1[nH]nc2c1C(c1cccnc1)C(C#N)=C(N)O2 (stereo not drawn)	-2	17	2	-33	-7	-6	7	-11	0.98

Reformatted with values under each structure: entries from further up.
Values run as follows: MIN6 prolif | tim10-1 inh | mIAP block | hIAP block | APOBEC3G inh | APOBEC3A inh | NALP3 yeast inh | TIM10 inh | mIAP activ
- CC12CCC(=O)N1C(C(=O)N1CCN(c3ccccc3)CC1)CS2 (stereo not drawn)
    0 | -10 | -2 | -8 | -9 | -3 | 9 | 2 | 1
- COc1ccc(NC(=S)NCc2ccc(F)cc2)cc1
    1 | 9 | -9 | 10 | -2 | -2 | 26 | 1 | 1.1
- CCN(CC)c1ccc(C2C(C(=O)Nc3ccccn3)=C(C)NC3=C2C(=O)CC(C)(C)C3)cc1 (stereo not drawn)
    2 | 6 | -1 | 0 | -5 | -5 | -6 | 8 | 1
- O=Cc1cn[nH]c1-c1ccccc1
    -2 | 0 | 10 | 0 | -5 | 4 | 8 | 2 | 0.9
- O=C(N/N=C/c1ccccc1O)c1cccc2ccccc12
    -4 | -13 | 7 | -68 | -10 | -3 | 28 | 41* | 0.93
- NS(=O)(=O)c1cc(C(=O)Nc2ccc3c(c2)CCC3)ccc1Cl
    -1 | 1 | 0 | 2 | -8 | -3 | -7 | -11 | 1
- CN(C)S(=O)(=O)c1ccc(N2CCCC2)c(C(=O)NCC2CCCO2)c1 (stereo not drawn)
    6 | -2 | 5 | 16 | -6 | -1 | 18 | 7 | 0.95
- CC(C)(C)c1ccc(OCC(=O)NCC(c2cccs2)N2CCOCC2)cc1 (stereo not drawn)
    -3 | 14 | -3 | 2 | -8 | -1 | 20 | 3 | 1
- Cc1nn(-c2ccccc2)c2c1C(c1ccncc1)C(C#N)=C(N)O2 (stereo not drawn)
    -1 | 22 | -3 | 38* | -7 | -1 | -8 | 15 | 1
- CCC/C=C(\CCC)C(NS(=O)(=O)c1cccc2cccnc12)c1ccc(C(=O)OC)cc1 (stereo not drawn)
    -8 | 17 | 35 | -13 | -10 | 0 | 14 | 4 | 0.65
- Cc1cccnc1NC(=O)C1CCC1
    1 | -26 | 0 | -10 | -6 | -4 | 14 | -3 | 1
- Cc1cc(SCC(=O)N/N=C/c2ccc(C(=O)O)cc2)nc2ccccc12
    0 | 11 | -6 | 6 | -6 | -3 | 9 | -14 | 1.1
- CSc1ncc(C(=O)Nc2cccnc2)c(C(F)(F)F)n1
    -2 | -8 | 4 | 14 | -8 | -4 | 0 | 4 | 0.96
- Cc1ccc(C(C)NC(=O)COC(=O)C2=COCCO2)cc1C (stereo not drawn)
    -2 | -2 | -2 | -9 | -7 | -2 | 14 | -5 | 1

New compounds follow
SMILES	MIN6 prolif	tim10-1 inh	mIAP block	hIAP block	APOBEC3G inh	APOBEC3A inh	NALP3 yeast inh	TIM10 inh	mIAP activ
COc1ccc2oc(C(=O)OC(C)C(=O)Nc3ccc(N4CCOCC4)cc3)c(C)c2c1 (stereo not drawn)	-1	3	-4	7	-2	6	23	0	1
COc1cc(C(=O)Nc2ccccc2-c2nnn(CC(N)=O)n2)cc(OC)c1OC	0	8	-4	-11	-4	-1	-3	9	1
NC(=O)/C=C/C(=O)Nc1ccc(Cl)cc1	-7	61*	0	5	-12	0	14	55*	1
COc1cccc(NC(=O)c2ccc(NCCCN3CCC(C)CC3)c([N+](=O)[O-])c2)c1	-5	12	3	8	-5	-5	14	-10	0.97
CC(=O)c1c(N)n(C)c(=O)n(C)c1=O	-2	-9	8	4	-6	-2	3	-1	0.92
COc1cc(C)ccc1OCc1cc(C(=O)NC(C)Cn2cncn2)no1 (stereo not drawn)	-5	0	2	-20	-10	0	30	-4	0.98
O=C(Cn1cc(C(F)(F)F)ccc1=O)N1CCCc2ccccc21	0	4	-3	-2	-4	-1	2	-1	1
Cc1ccc(S(=O)(=O)Cc2ccc(C(=O)N3CCN(Cc4ccccc4)CC3)o2)cc1	6	9	-1	1	8	27	14	1	1
NC(=O)C1CCN(CC(O)CSc2ccccc2)CC1 (stereo not drawn)	-2	7	0	1	-6	-2	4	11	1
Cc1occc1-c1nnc(SCC(=O)N2CCOCC2)n1Cc1ccco1	1	6	-7	-9	-5	-3	-7	19	1.1
COc1ccccc1OCc1nc(Cc2ccc(Cl)cc2)no1	-3	15	7	11	0	0	4	19	0.93
Cc1cc(C)nc(/N=C(\N)Nc2ccc(S(=O)(=O)Nc3nc(C)cc(C)n3)cc2)n1	1	1	1	11	-6	3	24	-2	0.99
CC1=NNC(=O)C1CC(=O)N/N=C/C=C/c1ccccc1 (stereo not drawn)	-3	-5	7	-9	-1	3	-4	-7	0.93
Cc1ccccc1OCCC(=O)N1CCN(S(=O)(=O)c2ccccc2F)CC1	-5	4	-4	-21	-7	3	24	-15	1
COc1ccc(C)cc1NC(=O)CN1CCN(c2ccccn2)CC1	-3	28	0	4	-6	-3	14	13	1
COC(=O)C(C)N=Cc1ccccc1 (stereo not drawn)	1	25	0	-6	-3	-3	-9	-16	1
Cc1ccc(C(=O)N/C(=C\c2cccc([N+](=O)[O-])c2)C(=O)OCN2C(=O)c3ccccc3C2=O)cc1	-1	27	6	-4	-2	-2	7	4	0.94
CCOc1ccc(NC(=O)CSc2n[nH]c(=O)n2-c2ccccc2)cc1	-1	10	-12	5	6	4	4	15	1.1
COc1ccc(NS(=O)(=O)c2cccc(C(=O)O)c2)cc1	-1	7	-12	10	0	0	6	-6	1.1
